Screening results (PubChem BioAssay)
PAFAH2 FP inh – PAFAH2 enzyme inhibitors, primary screen, biochemical, fluorescence polarization, human; Platelet-activating factor acetylhydrolase 2, cytoplasmic (Homo sapiens), Q99487; recombinant PAFAH2, FP-rhodamine activity probe; inhibition, % at 3.39 µM; 0.99% of 340,000 active; AID 492956, 2010;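 active means inhibition above the mean over all tested compounds plus 3 SD, cut at about 30% in these data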;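 further: inhibitors block probe labeling of enzyme so polarization drops; 0% = enzyme with DMSO and 100% = wells lacking PAFAH2 protein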
PAD4 FP inh – human PAD4 inhibitors, primary screen, biochemical, fluorescence polarization, 1536-well format | Protein-arginine deiminase type-4 (Homo sapiens), Q9UM07 | recombinant PAD4, RCA probe fluorescence polarization | inhibition, % at 6.36 µM | 0.41% of 330,000 active | AID 485272, 2010;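 active means percent inhibition above a cutoff equal to the mean of all tested compounds plus 3 SD, cut at about 15% in these data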;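 further: 0% = PAD4 with RCA probe and DMSO and 100% = probe without PAD4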
GSTO1 inh – inhibitors of recombinant GSTO1, primary screen, counter-screen for RBBP9 inhibitor project, biochemical, fluorescence polarization. Glutathione S-transferase omega-1 (Homo sapiens), P78417. AID 1974, 2009. activity-based probe fluorescence polarization. 1.1% of 300,000 active. inhibition, % at 5.96 µM;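 active means inhibition above the campaign mean inhibition plus 3 SD, cut at about 35% in these data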;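 further: 0% = GSTO1-1 with DMSO and 100% = wells lacking GSTO1-1 enzyme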
LYPLA1 counter – LYPLA1 inhibitors, primary screen, counter-screen for PME1 inhibitor project, biochemical, fluorescence polarization, FP-Rh probe ABPP | recombinant LYPLA1 | 0.16% of 320,000 active | inhibition, % at 5.9 µM | AID 2174, 2009 | Acyl-protein thioesterase 1 (Homo sapiens), O75608;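 active means inhibition above the mean of all tested compounds plus 3 SD, set per campaign, cut at about 14% in these data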;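 further: inhibitors block serine hydrolase probe labeling of LYPLA1 so polarization falls; 0% = enzyme with DMSO and 100% = wells lacking LYPLA1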
PAFAH1B3 FP inh – PAFAH1B3 enzyme inhibitors, primary screen, biochemical, fluorescence polarization, human. inhibition, % at 3.39 µM. recombinant PAFAH1B3, FP-rhodamine probe. 0.28% of 340,000 active;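 active means inhibition above the screen-wide average of all tested compounds plus 3 SD, cut at about 25% in these data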;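 further: 0% = enzyme with DMSO only and 100% = wells lacking PAFAH1B3 protein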
LYPLA2 inh – LYPLA2 inhibitors, primary screen, counter-screen for PME1 inhibitor project, biochemical, fluorescence polarization, FP-Rh probe ABPP. recombinant LYPLA2. 0.38% of 320,000 active. inhibition, % at 5.9 µM. AID 2177, 2009;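 active means inhibition above the screen-wide mean plus 3 SD, limit set per campaign, cut at about 26% in these data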;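 further: 0% = LYPLA2 with DMSO and 100% = wells lacking LYPLA2 enzyme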
Target sequence (O95372 whole entry, looked up): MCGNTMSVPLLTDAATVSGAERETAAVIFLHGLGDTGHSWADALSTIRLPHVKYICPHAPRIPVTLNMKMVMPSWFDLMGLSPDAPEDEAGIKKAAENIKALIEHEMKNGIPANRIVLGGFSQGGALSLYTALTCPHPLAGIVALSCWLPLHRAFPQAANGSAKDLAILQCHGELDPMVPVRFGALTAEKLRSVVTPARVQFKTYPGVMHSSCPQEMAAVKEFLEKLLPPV
PREPL inhibitor – PREPL enzyme inhibitors, primary screen, biochemical, fluorescence polarization. Prolyl endopeptidase-like (Homo sapiens), Q4J6C6. recombinant PREPL, fluorescence polarization activity-based probe. inhibition, % at 5.96 µM. 0.68% of 320,000 active. AID 2751, 2010; in the data active means inhibition above about 43%;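 further: 0% = enzyme with DMSO and 100% = wells lacking enzyme; many of its hits are not listed in these tables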
Target sequence (Q4J6C6 whole entry, looked up): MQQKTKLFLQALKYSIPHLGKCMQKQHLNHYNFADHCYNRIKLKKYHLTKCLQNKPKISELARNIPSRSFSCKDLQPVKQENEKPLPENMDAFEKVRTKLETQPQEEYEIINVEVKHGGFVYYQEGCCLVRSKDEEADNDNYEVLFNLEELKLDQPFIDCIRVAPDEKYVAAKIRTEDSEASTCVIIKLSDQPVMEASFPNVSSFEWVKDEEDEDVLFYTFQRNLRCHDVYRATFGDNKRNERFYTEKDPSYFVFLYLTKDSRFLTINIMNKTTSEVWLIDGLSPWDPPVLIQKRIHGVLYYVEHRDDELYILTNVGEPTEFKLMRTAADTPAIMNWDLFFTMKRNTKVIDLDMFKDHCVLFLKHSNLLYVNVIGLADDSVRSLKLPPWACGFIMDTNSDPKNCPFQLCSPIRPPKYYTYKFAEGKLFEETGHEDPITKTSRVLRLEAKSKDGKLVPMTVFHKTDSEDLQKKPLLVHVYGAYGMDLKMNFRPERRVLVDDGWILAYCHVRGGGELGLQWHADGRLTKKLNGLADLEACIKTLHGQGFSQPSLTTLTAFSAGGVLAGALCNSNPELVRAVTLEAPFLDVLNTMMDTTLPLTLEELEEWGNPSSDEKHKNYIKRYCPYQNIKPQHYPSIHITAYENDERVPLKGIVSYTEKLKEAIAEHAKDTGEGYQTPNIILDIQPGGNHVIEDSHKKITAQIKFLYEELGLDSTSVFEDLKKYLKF
EBNA-1 inhibitor – EBNA-1 DNA-binding inhibitors, primary screen, biochemical, fluorescence polarization; 0.34% of 300,000 active; inhibition, % at 14.8 µM; in the data active means inhibition above about 28%
ZTA DNA inh – blocks Epstein-Barr virus ZTA, an EBNA-1 counter-screen | ZTA-DNA binding, fluorescence polarization | inhibition, % at 11 µM | 0.15% of 320,000 active | AID 2234; in the data active means inhibition above about 33%
Starred values were filed as active, the others as inactive; . = not tested or not shown.

1	Cn1c(=O)c2[nH]c(N/N=C(/C#N)C(N)=O)nc2n(C)c1=O
2	O=C1CNC(=S)N1CCc1ccccc1Cl
3	O=C(CSc1ncccn1)c1ccccc1Br
4	O=C(O)c1nnn(-c2cccc(C(F)(F)F)c2)c1-c1ccccc1
5	C=CC[C@H](CC(=O)NCCO)C(=O)N[C@H](COC(=O)[C@@H](CC=C)Cc1ccc(F)cc1)c1ccccc1
6	O=[N+]([O-])c1ccc(N2CCN(c3ccc(F)cc3)CC2)cn1
7	O=C(COc1ncnc2sccc12)N1CCN(c2ccccc2)CC1
8	CC(=O)c1cnn(-c2cc(Oc3cccc(C)c3)ncn2)c1C
9	O=C(Nc1ccccc1N1CCCCC1)c1ccc(OC(F)F)cc1
10	CCOc1ccc(C(=O)Nc2nnc(S(=O)(=O)N(C)Cc3ccco3)s2)cc1
compound no. | 1 | 2 | 3 | 4 | 5 | 6 | 7 | 8 | 9 | 10
PAFAH2 FP inh | . | -6 | -2 | -4 | -1 | -3 | -6 | -7 | 12 | -14
PAD4 FP inh | 0 | -1 | -1 | -1 | 2 | 0 | -4 | -5 | -2 | 1
GSTO1 inh | -8 | 5 | -7 | 11 | . | 6 | 8 | 2 | 0 | -42
LYPLA1 counter | 0 | 0 | 0 | 0 | . | -2 | 1 | -1 | -2 | -3
PAFAH1B3 FP inh | . | 2 | 2 | 5 | 6 | 7 | -4 | 5 | 5 | 8
LYPLA2 inh | -1 | 0 | 3 | 1 | . | 8 | -6 | -6 | -5 | -1
PREPL inhibitor | -5 | -16 | -3 | 9 | 28 | 41 | 25 | 7 | 0 | 11
EBNA-1 inhibitor | 3 | -6 | 6 | 14 | . | 5 | 7 | -8 | -6 | -12
ZTA DNA inh | 2 | -10 | -4 | 4 | . | -1 | 21 | 12 | -6 | -4

11	Cc1ccc(CNC(=O)c2ccccc2NS(=O)(=O)c2ccc(Cl)nc2)cc1
12	COc1ccc(CCNc2ncnc3c2nnn3Cc2ccccc2)cc1
13	O=C(c1ccco1)N1CCCC(c2nc3c(nnn3Cc3ccc(Cl)cc3Cl)c(=O)[nH]2)C1 (stereo not drawn)
14	COCCNC(=O)/C(C#N)=C/C=C/c1ccccc1
15	CCOc1ccc(CCNC(=O)C2CCN(c3nnc(-n4cccc4)s3)CC2)cc1
16	COc1cc2c(C(=O)N3CCN(c4ccccc4F)CC3)cn(C)c(=O)c2cc1OC
17	Cc1ccccc1NC(=S)NNC(=O)c1csc2c1CCC(C)C2 (stereo not drawn)
18	COC(=O)N/N=C/c1cc(Cl)c(OCc2ccc(F)cc2)c(OC)c1
19	Oc1c(C(c2cccs2)N2CCN(c3cccc(Cl)c3)CC2)sc2ncnn12 (stereo not drawn)
20	O=C(c1ccc(N2CCN(C(=O)c3ccccc3)CC2)cc1)c1cccc(F)c1
compound no. | 11 | 12 | 13 | 14 | 15 | 16 | 17 | 18 | 19 | 20
PAFAH2 FP inh | 2 | 9 | 8 | 4 | 2 | 1 | 10 | 2 | 2 | -2
PAD4 FP inh | 2 | 0 | 4 | 7 | 4 | 2 | 2 | -1 | 1 | 1
GSTO1 inh | -19 | -8 | 1 | 3 | 8 | 8 | -11 | -2 | 6 | -4
LYPLA1 counter | -2 | -1 | -3 | -2 | -1 | -2 | 4 | 1 | 9 | -3
PAFAH1B3 FP inh | 1 | 0 | -1 | -1 | 2 | 9 | 1 | 4 | 2 | 9
LYPLA2 inh | 0 | 9 | 1 | -2 | -1 | 2 | -2 | 4 | 17 | 27*
PREPL inhibitor | -1 | -11 | -14 | -3 | 12 | -8 | 13 | -1 | 6 | 12
EBNA-1 inhibitor | 1 | 2 | -11 | 1 | 0 | 0 | -4 | 4 | -11 | -1
ZTA DNA inh | 1 | 0 | 8 | 0 | -8 | -3 | -7 | -9 | 7 | 0

21	COc1cc(C(=O)OCCN2CCOCC2)cc(OC)c1OC
22	CN1CCN(C(c2ccc(C(F)(F)F)cc2)c2cc(Cl)c3cccnc3c2O)CC1 (stereo not drawn)
23	COc1ccc(N2CCN(C3CCCN(C(=O)CN4CCOC4=O)C3)CC2)cc1 (stereo not drawn)
24	O=[N+]([O-])c1ccccc1S(=O)(=O)n1nnc2ccccc21
25	COc1cc(NC(=O)c2ccc(S(=O)(=O)N(C)c3ccccc3OC)cc2)cc(OC)c1
26	CN(C(=O)Cn1cnc2sccc2c1=O)C1CCCCC1
27	Cc1ccc(NC(=O)CSc2nnc(-c3ccncc3)n2C)cc1C
28	O=C(/C=C/c1ccccc1)NC(=S)Nc1ncccn1
29	Nc1nc2ccc(C(=O)Nc3ccccc3)cc2s1
30	Cc1cc(NC(=NC2CC2)c2ccccc2)n(-c2ccccc2)n1
compound no. | 21 | 22 | 23 | 24 | 25 | 26 | 27 | 28 | 29 | 30
PAFAH2 FP inh | -9 | . | 5 | -4 | -30 | -2 | 3 | 0 | -5 | 3
PAD4 FP inh | 1 | -4 | 4 | 2 | 0 | 2 | -1 | -2 | 6 | -7
GSTO1 inh | 7 | -12 | 8 | 1 | . | . | -2 | -1 | -6 | -2
LYPLA1 counter | -3 | -3 | 4 | -5 | . | 0 | 2 | -3 | -3 | -1
PAFAH1B3 FP inh | -3 | . | 7 | 11 | -12 | 8 | 2 | 5 | -1 | 8
LYPLA2 inh | -2 | -2 | 7 | -3 | . | 1 | 0 | 1 | 0 | -5
PREPL inhibitor | 19 | 8 | 7 | 0 | -2 | 12 | 6 | 8 | -6 | 8
EBNA-1 inhibitor | -6 | -7 | -3 | 6 | . | . | 2 | 6 | -12 | -11
ZTA DNA inh | 0 | -10 | 4 | -3 | . | -17 | 1 | 1 | 7 | -8

31	CSc1ccccc1NC(=O)COC(=O)Cc1ccsc1
32	NNS(=O)(=O)c1ccc(Sc2ccccn2)c([N+](=O)[O-])c1
33	O=C(C[n+]1cccc(NC(=O)c2ccccc2)c1)c1ccc(NC(=O)c2ccccc2)cc1
34	Nc1cc(=O)[nH]c(SCC(=O)Nc2ccc(N3CCOCC3)cc2)n1
35	COc1ccc(OC)c(N2C(N)=NC(N)=NC23CCCC3)c1
36	COc1ccc(C)cc1-n1nnnc1SC/C(O)=C(\C#N)c1nc2ccccc2[nH]1
37	O=C(C1CC1)N1N=C(c2ccccc2)CC1(O)C(F)(F)C(F)(F)F (stereo not drawn)
38	O=C(NCCSc1ccccc1)c1ccccc1F
39	CCOC(=O)c1[nH]c2ccccc2c1NC(=O)c1ccc(Br)o1
40	Cc1nccn1CCN(C)Cc1cn(Cc2ccccc2)nc1-c1ccc2c(c1)OCO2
compound no. | 31 | 32 | 33 | 34 | 35 | 36 | 37 | 38 | 39 | 40
PAFAH2 FP inh | 5 | -1 | -2 | 0 | -6 | 7 | -5 | 2 | -6 | 6
PAD4 FP inh | -5 | 1 | -4 | -3 | -4 | -9 | -3 | -1 | -4 | 1
GSTO1 inh | . | 8 | 3 | . | -2 | 9 | -3 | 5 | 9 | 9
LYPLA1 counter | . | -2 | 0 | . | 2 | -7 | -2 | 1 | 2 | 3
PAFAH1B3 FP inh | 9 | -1 | 0 | 10 | 4 | 6 | 7 | 1 | 3 | 11
LYPLA2 inh | . | -4 | 27* | . | 7 | -3 | -1 | 5 | 2 | 4
PREPL inhibitor | 4 | -4 | 11 | 17 | 15 | 8 | -3 | -8 | 9 | -27
EBNA-1 inhibitor | . | -4 | 6 | . | -11 | -2 | 3 | -3 | -5 | 4
ZTA DNA inh | . | 14 | 4 | . | 10 | -11 | -12 | 0 | -17 | 25

41	Cc1ccc(CNC(=O)COC(=O)c2cc(C)oc2C)cc1
42	O=c1c(-c2ccc(Oc3ccccc3)cc2)[n+]([O-])c2ccccc2n1OCc1ccccn1
43	O=C(CN(Cc1ccccc1F)S(=O)(=O)c1ccc(Cl)cc1)NCCCO
44	CCOC(=O)N1CCN(C(=O)CN(c2cccc(C(F)(F)F)c2)S(=O)(=O)c2ccccc2)CC1
45	O=C(CSc1nnc(NC(=O)C2CC2)s1)Nc1ccccc1
46	O=C(Cn1c(=O)oc2cc(S(=O)(=O)N3CCCC3)ccc21)NC1CCCc2ccccc21 (stereo not drawn)
47	CC(Sc1nc2ccccc2n1C)C(=O)NC(c1ccccc1)c1ccccc1 (stereo not drawn)
48	Cc1cc(O)c(/C=N/Nc2ccc(F)cc2)c(=O)o1
49	O=C(NNC(=O)c1ccc([N+](=O)[O-])o1)c1ccccc1
50	O=[N+]([O-])/C(C(Cl)=C(Cl)Cl)=C(/NC1CC1)Sc1ccccc1
compound no. | 41 | 42 | 43 | 44 | 45 | 46 | 47 | 48 | 49 | 50
PAFAH2 FP inh | 10 | -4 | -5 | -3 | 14 | -5 | -7 | . | 7 | 5
PAD4 FP inh | -3 | -1 | -2 | -4 | -1 | -17 | -1 | -7 | -16 | 2
GSTO1 inh | . | 8 | 2 | 3 | -1 | -18 | 3 | 4 | 20 | 3
LYPLA1 counter | 1 | 0 | -2 | -1 | 0 | -7 | -3 | -2 | 3 | 3
PAFAH1B3 FP inh | 8 | -3 | 2 | 5 | 5 | -39 | -4 | . | 6 | 5
LYPLA2 inh | 4 | 2 | 3 | 0 | -4 | -25 | -2 | -5 | 5 | 6
PREPL inhibitor | 1 | 2 | 6 | -1 | -10 | -4 | 1 | 3 | -6 | -5
EBNA-1 inhibitor | . | 5 | 9 | -8 | 6 | 7 | -7 | -2 | -8 | -13
ZTA DNA inh | 4 | 12 | 3 | 12 | 8 | 13 | -3 | -10 | -6 | -6

Three structures already listed, ordered by number of heavy atoms, descending.
42	O=c1c(-c2ccc(Oc3ccccc3)cc2)[n+]([O-])c2ccccc2n1OCc1ccccn1
43	O=C(CN(Cc1ccccc1F)S(=O)(=O)c1ccc(Cl)cc1)NCCCO
45	O=C(CSc1nnc(NC(=O)C2CC2)s1)Nc1ccccc1
compound no. | 42 | 43 | 45
PAFAH2 FP inh | -4 | -5 | 14
PAD4 FP inh | -1 | -2 | -1
GSTO1 inh | 8 | 2 | -1
LYPLA1 counter | 0 | -2 | 0
PAFAH1B3 FP inh | -3 | 2 | 5
LYPLA2 inh | 2 | 3 | -4
PREPL inhibitor | 2 | 6 | -10
EBNA-1 inhibitor | 5 | 9 | 6
ZTA DNA inh | 12 | 3 | 8

New compounds follow:
51	CCOc1ccc(Nc2n[nH]c(=S)s2)cc1
52	CCOC(=O)c1cn(Cc2cccc(C)c2)nn1
53	Cc1cccc(OCC(=O)Nc2nnn(C)n2)c1C
54	COc1ccc(N(C(=O)C2CCCCC2)C2C=CS(=O)(=O)C2)c(OC)c1 (stereo not drawn)
55	COC(=O)C(C)Oc1ccc2c3c(c(=O)oc2c1)CCCCC3 (stereo not drawn)
56	Clc1ccc(OCCn2cnc3ccccc32)c(Cl)c1
compound no. | 51 | 52 | 53 | 54 | 55 | 56
PAFAH2 FP inh | 4 | 0 | 4 | 0 | 3 | 5
PAD4 FP inh | 0 | 7 | 1 | 6 | -5 | 0
GSTO1 inh | 2 | 7 | 1 | -8 | -3 | 0
LYPLA1 counter | -4 | -7 | 1 | -6 | 1 | -4
PAFAH1B3 FP inh | -13 | -4 | 6 | 4 | -1 | 2
LYPLA2 inh | 2 | 0 | -2 | -2 | -6 | -6
PREPL inhibitor | 0 | -1 | 8 | 13 | 7 | -16
EBNA-1 inhibitor | 4 | -2 | 11 | -5 | -9 | -4
ZTA DNA inh | 14 | -15 | 19 | -1 | -7 | 19

The list is partial; rates above refer to the full screens.
